High-throughput results as filed in PubChem.
ERK EGF block: EGF-driven ERK pathway inhibition | Potency, µM (highest dose often 11.5 µM), without a hit: at the top dose activity change, negative = inhibition, hits mostly inhibitors | hit rate 0.41% among 130,000 | HEK293-V1b, EGF-stimulated phospho-ERK AlphaScreen; active means well fitted inhibition curve with a large enough effect; inconclusive means small, poorly fitted or top-dose-only effect, or effect the other way;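 further: plate controls were stimulated vehicle wells for no effect and unstimulated vehicle basal for full effect; nearly all actives have a fitted effect of over 55% in size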
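After overnight plating in 1% FBS, HEK293-V1b cells received test compound for half an hour, then a 5 min pulse of EGF (25 nM); ERK phosphorylation in lysates was read by bead-based AlphaScreen.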
The depositor's hits bear a star; ? = inconclusive; & = joins results of further samples; [ ] = dose if it differs, or a comment. Potency means the concentration at half of the fitted maximal effect. The list is partial (hit frequency here may not be typical).

compound	ERK EGF block
COc1ccc(Cc2nnc(Nc3ccc(Cl)cc3)[nH]c2=O)cc1	-6%[57.5 µM]
CCOC(=O)c1ccc(-n2ccnc2)c(NC(=O)c2ccc(Cl)cc2)c1	-2%
COC(=O)/C(=C\C=C\c1ccccc1)NC(=O)c1ccccc1	1%
Cc1cc(Oc2ccc(-c3nnc(-c4ccccc4)o3)cc2[N+](=O)[O-])ccc1Cl	-5%
Cn1c(SCC(=O)NCc2ccc(F)cc2)nc2c([nH]c3ccccc32)c1=O	-4%
CN1CCN(C(=O)C2=C[C@@H](c3ccccc3)C[C@@H](OCc3ccc(CO)cc3)O2)CC1	12%[57.5 µM]
COc1ccc(CCn2c(-c3ccc(F)cc3)nc3c(c(=O)c4ccccc4n3C)c2=O)cc1OC	4%[57.5 µM]
CSc1nc2ccc(NC(=O)c3ccc(Cl)s3)cc2s1	-2%[57.5 µM]
S=C(NNc1cccc(Cl)c1)NC1CCCCC1	?
O=C1COc2ccc(C(=O)COC(=O)CCSc3ccccc3)cc2N1	-4%[57.5 µM]
Cc1ccc(NC(=O)C2OCCc3ccccc32)cc1 (stereo not drawn)	-9%
COCCNC(=O)C(c1ccc(Cl)cc1)N(C(=O)Cn1nnc2ccccc21)c1cccnc1 (stereo not drawn)	-29%
O=C(NC1CC1)C1CCN(C2CCN(C(=O)/C=C/c3cccc(F)c3F)CC2)CC1	-5%
Cc1cc2nc(-c3ccc(SCC(=O)NC(C)C)nc3)[nH]c2cc1C	6%
CCn1c(SCC(=O)N/N=C/c2ccccc2OCC(=O)O)nnc1-c1ccccc1	-1%[57.5 µM]
C=CCN1C(=O)/C(=C/c2ccc(OC)cc2)S/C1=N/c1nccs1	7%
CCOC(=O)/C(=N/Nc1ccccc1)Sc1nnc(CCc2ccccc2)n1-c1ccccc1	4%
CCn1c(Cc2ccccc2)nnc1SCC(=O)N1CCCCC1	-5%
Cc1ccc2c(c1)NC(=O)c1cccc([N+](=O)[O-])c1CO2	-2%
Cc1ccnc(Sc2ccc([N+](=O)[O-])cn2)n1	9%
O=C(Nc1nc(-c2nc3ccccc3s2)cs1)C1COc2ccccc2O1 (stereo not drawn)	?
CC1CCN(c2ccc([N+](=O)[O-])c(SCCO)c2)CC1	-4%[57.5 µM]
O=C1CC(c2ccc(F)cc2)C(n2cncn2)C(O)=C1C1NCCc2ccccc21 (stereo not drawn)	-1%
Nc1ccc(Nc2ccccc2N)cc1	-1%
Cc1cc(-c2csc(NC(=O)c3cc4ccccc4o3)n2)c(C)n1C	-1%
CCCOC(=O)c1ccc(NC(=O)c2ccccc2OC)cc1	8%
NC(=O)c1cccnc1Oc1ccc(Cl)cc1Cl	5%[57.5 µM]
COc1ccc(NC(=O)C(c2ccc(C)cc2)N(C)C(=O)Cc2cccs2)cc1 (stereo not drawn)	10%
CCS(=O)(=O)c1ccc(O)c(NC(=O)Nc2ccc(C(C)(C)C)cc2)c1	3%[57.5 µM]
COC(=O)c1ccc(NC(=O)C(=O)N2CCN(C(=S)Nc3cccc(OC)c3)CC2)cc1	5%

Some of the entries so far, as labelled records.
CCn1c(SCC(=O)N/N=C/c2ccccc2OCC(=O)O)nnc1-c1ccccc1
  ERK EGF block: -1%[57.5 µM]

C=CCN1C(=O)/C(=C/c2ccc(OC)cc2)S/C1=N/c1nccs1
  ERK EGF block: 7%

Cc1ccc2c(c1)NC(=O)c1cccc([N+](=O)[O-])c1CO2
  ERK EGF block: -2%

Arranged by the number under ERK EGF block (largest number first): 3 from the list above
compound	ERK EGF block
COc1ccc(NC(=O)C(c2ccc(C)cc2)N(C)C(=O)Cc2cccs2)cc1 (stereo not drawn)	10%
Cc1ccnc(Sc2ccc([N+](=O)[O-])cn2)n1	9%
Cc1cc(Oc2ccc(-c3nnc(-c4ccccc4)o3)cc2[N+](=O)[O-])ccc1Cl	-5%

The results go on:
compound	ERK EGF block
CCOC(=O)c1cccc(NC(=S)N2CCN(c3ncc4c(=O)c(C(=O)O)cn(CC)c4n3)CC2)c1	-1%
COC(=O)c1ccc(C)c(NC(=O)CCc2ccc(OC)cc2)c1	-1%
Cc1noc(C)c1COC(=O)c1ccccc1NC(=O)c1ccco1	1%
COc1ccc(C(=O)NNS(=O)(=O)c2ccc(C)cc2)cc1	3%
CCN(CC)c1ccc(C=Nc2ccc(C)cc2C)c(O)c1	-4%
COc1ccc(S(=O)(=O)NN(C)c2ncc(C(F)(F)F)cc2Cl)cc1	-3%
Cc1cc(NC(=O)Cn2nc([N+](=O)[O-])c(Br)c2C)no1	-9%
Cc1ccccc1NC(=S)N(Cc1ccco1)C(C)c1cccs1 (stereo not drawn)	-7%
Cc1cccc2sc(NNC(=O)c3cc(=O)c4ccccc4o3)nc12	?
COc1ccc(Nc2ncnc3sc(-c4ccccc4)cc23)cc1OC	?
Cc1cc(C)c(NS(=O)(=O)c2ccc(NC(=O)/C=C/C(=O)O)cc2)c(C)c1	30%
Cc1cc(NC(=S)Nc2cccc3ccccc23)n[nH]1	6%
CNC(=O)[C@H](C)/C=C/C(NC(=O)OCc1ccccc1)c1ccc(C(=O)OC)cc1 (stereo partly drawn)	4%
Oc1ccc2cc(Br)ccc2c1CN1CCCC1	3%
CC1(C)CC(=O)/C(=C(\O)CCCN2C(=O)c3ccccc3C2=O)C(=NCCO)C1	-4%
CCNC(=O)C1=C(O)c2sccc2N(C)S1(=O)=O	-1%
Cc1csc(NC(=O)CSc2nnc(NC(=O)C3CC(=O)N(c4ccccc4)C3)s2)n1 (stereo not drawn)	2%
CC(=O)Nc1ccc(N2C(=O)CC(N3CCSCC3)C2=O)cc1 (stereo not drawn)	-1%
CC(=O)C1=C(O)C(=O)N(Cc2cccnc2)C1c1ccccc1 (stereo not drawn)	13%
Cc1cc(C)c2c(=O)n(CC(=O)Nc3ccc(Cl)cc3)sc2n1	3%[57.5 µM]
O=C(Nc1ccc(N2CCOCC2)cc1)c1ccc([N+](=O)[O-])cc1	5%
O=C(CCc1ccccc1)NNC(=S)Nc1ccc(F)cc1	-17%[57.5 µM]
CCOc1cc(C(=O)N/N=C/c2ccsc2)cc(OCC)c1OCC	7%
Cc1ccc(OCC(=O)Nc2ccc(N3CCN(S(C)(=O)=O)CC3)cc2)cc1	-14%
CCCn1c(O)c(N=NC(=O)c2cccnc2)c2cc(Br)ccc21	1%[57.5 µM]
COCc1cc(=O)[nH]c(-c2ccccc2OC(F)(F)F)n1	-3%[57.5 µM]
Cc1ccsc1C1CC(=O)OC2=C1C(=O)CC(C)(C)C2 (stereo not drawn)	-7%
O=S(=O)(ON(c1ccccc1)S(=O)(=O)c1ccccc1)c1ccccc1	7%
O=C1C2CCCN2C(=O)N1CCCCN1CCN(CCO)CC1 (stereo not drawn)	1%
CCOC(=O)CSC(C)C(=O)Nc1nnc(C(C)C)s1 (stereo not drawn)	9%
CCCCC/C=C\CC(O)/C=C/c1cccc(CC(O)CCCCO)n1 (stereo not drawn)	15%&-8%
CCc1ccccc1-n1c(SCC(=O)N2CCCC2)nc2[nH]ncc2c1=O	6%
Cc1cc(/C=N/n2c(COc3ccccc3C)nc3ccccc3c2=O)c(O)c([N+](=O)[O-])c1	-6%
COc1ccc(NC(=S)N(Cc2ccc(N(C)C)cc2)Cc2ccco2)cc1	7%
COc1ccccc1CNC(=O)CSc1nn2c(=O)c(C(C)(C)C)nnc2s1	4%
O=C(CNC1CCCCC1)Nc1cc(S(=O)(=O)N2CCOCC2)ccc1Cl	-7%
Nc1cc(=O)[nH]c(SCC(=O)Nc2cc(S(=O)(=O)N3CCOCC3)ccc2Cl)n1	18%
CC(C)(C)S(=O)(=O)c1cnc(-c2ccc(Cl)cc2)nc1N	10%[57.5 µM]
CC(C)C(=O)Nc1ccc(NC(=S)NC(=O)c2cc3ccccc3o2)cc1	6%
N#Cc1ccc(S(=O)(=O)N2CCc3[nH]c4ccc(F)cc4c3C2)cc1	-6%[57.5 µM]
O=C(NCc1ccco1)c1ccc(Cl)c(S(=O)(=O)N2CCc3ccccc32)c1	-1%
Cc1cc(C)nc(NC(=O)CSc2ncccn2)n1	-10%
Cc1ccc(NC(=O)c2cc(S(=O)(=O)N3CCOCC3)c(Br)s2)cc1	-8%
C/C(=N\OCc1cccc(C(=O)O)c1)c1ccc(Cl)cc1	-5%[57.5 µM]
CN(C)c1ncc2nc(-c3cccs3)c(=O)n(C3CC3)c2n1	?
CC(=O)/C(=C/c1ccccc1)C(=O)Nc1ccccc1C	-6%
COc1ccc2[nH]cc(S(=O)(=O)c3ccc(C)cc3)c2c1	-1%[57.5 µM]
FC(F)(F)c1ccc(C2Nc3cccc4cccc(c34)N2)cc1	-3%
COC(=O)c1ccccc1NC(=S)N1CCN(c2ccccn2)CC1	-4%
CC(C)(CN1CCN(Cc2ccccc2)CC1)NS(=O)(=O)c1ccc(Cl)cc1	-20%[57.5 µM]
CCN(CC)C(=O)Oc1ccc(Br)c2ccccc12	-6%
Cc1ccc(NNC(=O)C2CCC2)cc1C	2%[57.5 µM]
N#Cc1ccc(C(=O)Nc2cc(S(=O)(=O)Nc3ccc(Cl)cc3)ccc2N2CCCCC2)cc1	11%
CCOc1ccc(CO/N=C/c2c(C)[nH]c(=O)[nH]c2=O)cc1	0%
CC1(O)C(=O)C=C2C=C(C3CC3)OC=C2C1=O (stereo not drawn)	-5%
NC(N)=NS(=O)(=O)c1ccc(NC(=S)NC(=O)c2ccc(Br)cc2)cc1	-2%
COc1ccc(CSCC(=O)NN=C2CCN(C)CC2)cc1	-86%
COc1ccc(CN=C(C#N)C2=C(O)c3ccccc3C2=O)cc1	8%[57.5 µM]
O=C(CCC(=O)N/N=C/c1ccco1)N/N=C/c1ccco1	1%[57.5 µM]
Cc1ccc(C2CCN(C(=S)NC(C)(C)C)C2)cc1 (stereo not drawn)	1%[57.5 µM]

(listing goes on)
compound	ERK EGF block
CCOC(=O)c1cc(-c2ccc3c(c2)OCCO3)n[nH]1	-1%
O=C(CNc1cccc2ccccc12)N/N=C/c1ccc([N+](=O)[O-])o1	8%
CCOC(=O)COc1cccc2c(=O)n(CC(N)=O)ccc12	-12%[57.5 µM]
NNC(=O)c1ccc(Cn2cccn2)o1	18%[57.5 µM]
Cc1ccc(C)c(NC(=O)CN(C)S(=O)(=O)c2cccc3cccnc23)c1	2%[57.5 µM]
CCOC(=O)c1ccccc1-c1csc(N)n1	1%
CCCCN(CCCC)Cc1ccc(C(=O)NN)o1	-7%
COc1ccc(NC(=S)N2CCN(C(=O)c3ccccc3)CC2)cc1	-10%
CC(C)(C)OC(=O)NC(Cc1ccccc1)C(=O)O (stereo not drawn)	9%[57.5 µM]
COc1ccccc1OCCn1cc(/C=C(\C#N)C(=O)NCc2ccco2)c2ccccc21	3%
O=C(NCCNc1nccc(C(F)(F)F)n1)c1cccc(C(F)(F)F)c1	0%[57.5 µM]
CN(C)CCNC(=O)Nc1ccc([N+](=O)[O-])cc1	-9%
Clc1ccc(-c2nc3n(n2)Cc2ccccc2-3)cc1	3%
OCCC1CN(Cc2cnc(N3CCCC3)s2)CCN1Cc1ccccc1 (stereo not drawn)	-11%[57.5 µM]
COc1ccc(N=Nc2n(C)c3ccccc3[n+]2C)cc1	?
COc1cc(Cl)c(C)cc1NC(=S)NN	-3%
FC(F)(F)c1cccc(/C=N/NC(=S)NC2CCCCC2)c1	-9%
O=C(N/N=C/c1ccc2nccnc2c1)c1ccccc1O	1%[57.5 µM]
O=C(CCc1nnc(Cc2ccc3c(c2)OCO3)o1)N(CC1CCC1)CC1CCCO1 (stereo not drawn)	3%[57.5 µM]
O=C(CCCN1C(=O)/C(=C/c2ccco2)SC1=S)Nc1cccc(C(=O)O)c1	11%[57.5 µM]
COc1ccc(S(=O)(=O)N2CCCC2)cc1C(=O)N1CCOCC1	-3%[57.5 µM]
Cn1c(SCC(=O)Nc2nc(C(C)(C)C)cs2)nnc1C1CC1	-4%
CCNc1c(NCC)c(=O)c1=O	0%[57.5 µM]
O=C(C1=C[C@H](C2CC2)C[C@H](OCCCCO)O1)N1CCN(Cc2ccccc2)CC1	-11%[57.5 µM]
COC(=O)C1(C(=O)OC)CC2=C[C@H](CC2=O)Cc2ccccc2[C@@H]1C[N+](=O)[O-]	-11%&-1%
CCc1cc(CN2CCOCC2)c(NC(=O)c2ccccc2)s1	0%
CCc1c(C)sc(NC(=S)N2CCN(CC)CC2)c1C(=O)OC	-17%
Cc1nnc(Nc2ccccn2)c2ccccc12	-1%
Cc1cc(C)c(S(=O)(=O)Nc2ccc3c(c2)CCC3)c(C)c1	23%
Nn1c(Cc2ccc(Br)cc2)n[nH]c1=S	9%
O=C1C2CC=CCC2C(=O)N1n1cnnc1 (stereo not drawn)	-9%
CCCSc1nnc(Cn2c(=O)sc3ccccc32)n1C	3%
O=C(NCc1cccs1)c1cc(-c2ccc(O)cc2)on1	5%[57.5 µM]
CCOC(=O)CC1=NN(c2ccccc2)C(=O)/C1=C\c1ccc(OC)cc1OC	2%
O=C(O)CC/C(=N/NC(=O)c1cn(-c2ccccc2)nc1-c1ccccc1)C(=O)O	4%
CC(C)CNC(=O)CSc1nnc2ccccn12	-4%
